Screening data: PubChem BioAssay, several laboratories
Diaph act CS = activates diaphorase or chemically reduces, flagging diaphorase assay artifacts | Diaphorase/resazurin coupled assay, resorufin fluorescence, 16 min; active compounds read high; 1 = vehicle wells, 0 = NADH-free wells | activation factor at 20 µM | hit rate 0.005% among 190,000;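 active = diaphorase activity raised at least twofold by the compound at 20 µM; inactive = activation factor below 2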
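Material: Purified diaphorase enzyme from Clostridium kluyveri | Buffer or medium: 50 mM HEPES pH 7.4 with 4.542 mM MgCl2, 0.005% Tween 20 | Times: 16 min enzyme reaction, ambient temperature | Signal: Red resorufin fluorescence at 544/590 nm excitation/emission | Measure: Increased resorufin signal from activators or reducing compounds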
APP transl inh = APP translation inhibition. SH-SY5Y APP 5'UTR-luciferase reporter, luminescence. inhibition, % at 2 µM. hit rate 0.82% among 190,000;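 active = inhibition above a set limit, derived from the sample mean plus 3 SD, cut at about 45% in these data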; note: values of inactives mirror those of a sister screen read the other way
STAT1 act = increases IFN-gamma driven STAT1 reporter signal; NIH 3T3 STAT1-luciferase reporter, luminescence; 100% = IFN-gamma alone, no compound; activation (% of control), % at 5.5 µM; hit rate 2.6% among 200,000;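 active = activation above the screen-wide mean activation plus 3 SD, cut at about 130% in these data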;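 note: raw ratio to IFN-gamma control signal so 100% means no change and 0% no light; values of inactives mirror those of a sister screen read the other way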
STAT1 inh = inhibitors of IFN-gamma induced STAT1 signaling. inhibition, % at 5.5 µM. NIH 3T3 STAT1-luciferase reporter, luminescence. hit rate 0.35% among 200,000;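 active = inhibition above a set limit, the mean inhibition across all tested compounds plus 3 SD, cut at about 34% in these data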;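 note: 0% = IFN-gamma with DMSO and 100% = IFN-gamma with 300 µM nifuroxazide; values of inactives mirror those of a sister screen read the other way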
Hsp70 activator = transcriptional activators of Hsp70 | hit rate 0.04% among 200,000 | activation, % at 10 µM | HeLa Hsp70 promoter luciferase reporter, luminescence; scaled: vehicle 0, proteasome-inhibitor control 100% | AID 1203;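 active = activation above the mean across all tested compounds plus 3 SD, cutoff set per campaign, cut at about 5.5% in these data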;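 note: 100% = MG132 at 30 µM as the positive control and 0% = DMSO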
G6PDH CS = inhibits Leuconostoc G6PDH, flagging false hits in G6PDH-based assays | Purified L. mesenteroides G6PDH, diaphorase/resazurin coupled fluorescence, 45 min | inhibition, % at 5 µM | hit rate 0.12% among 200,000 | AID 1020; in the data active = inhibition above about 50%
STAT3 activator = activators of IL-6 induced STAT3 signaling. U3A cells, IL-6 STAT3-luciferase reporter, luminescence; 100% = signal with IL-6 EC80 alone. activation (% of control), % at 5.6 µM. hit rate 0.91% among 190,000;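 active = activation above the screen-wide mean of compound activation plus 3 SD, cut at about 130% in these data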;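 note: 0% = background luminescence of wells with medium and substrate only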
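system = STAT3-luciferase reporter U3A cells | reagent = IL-6 stimulus at 33 ng/mL final | timing = 1 h compound pre-exposure, 6 h IL-6 stimulation, 37 °C | measured by = luminescence | evaluation = % activation versus median of IL-6-stimulated wells | control set = IL-6-only wells as 100% reference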
Diaphorase inh = diaphorase inhibition or chemical oxidation counter-screen | diaphorase resazurin-to-resorufin fluorescence, NADH, 16 min; bacterial (C. kluyveri) enzyme, not human | inhibition, % at 20 µM | hit rate 0.69% among 190,000 | AID 1217;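 active = primary screen inhibition at 20 µM above a set limit, cut at about 50% in these data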;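 note: plate controls were DMSO with full reaction for no effect and wells lacking NADH for full effect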
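controls = No-NADH positive control and DMSO neutral control | system = Clostridium kluyveri diaphorase enzyme | timing = reaction incubation of 16 min at room temperature | signal = resorufin fluorescence 544/590 nm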
STAT3 blocker = reduces IL-6 driven STAT3 reporter signal | U3A cells, IL-6 STAT3-luciferase reporter, luminescence; host cell line lacks STAT1 | inhibition, % at 5.5 µM | hit rate 0.89% among 190,000;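 active = inhibition above the mean inhibition across all screened compounds plus 3 SD, cut at about 44% in these data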;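 note: 0% = DMSO only wells and 100% = 100 µM nifuroxazide control wells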
TLR4-MyD88 BLA = TLR4-MyD88 interaction inhibition in cells | AID 861 | O00206+Q99836 | inhibition, % at 8.4 µM | HeLa CL3-4 TLR4/MyD88 BLA complementation, FRET ratio | hit rate 0.18% among 200,000; in the data active = inhibition above about 25%;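 note: 0% = vehicle and 100% = reference inhibitor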
Target sequence (O00206 whole entry, looked up): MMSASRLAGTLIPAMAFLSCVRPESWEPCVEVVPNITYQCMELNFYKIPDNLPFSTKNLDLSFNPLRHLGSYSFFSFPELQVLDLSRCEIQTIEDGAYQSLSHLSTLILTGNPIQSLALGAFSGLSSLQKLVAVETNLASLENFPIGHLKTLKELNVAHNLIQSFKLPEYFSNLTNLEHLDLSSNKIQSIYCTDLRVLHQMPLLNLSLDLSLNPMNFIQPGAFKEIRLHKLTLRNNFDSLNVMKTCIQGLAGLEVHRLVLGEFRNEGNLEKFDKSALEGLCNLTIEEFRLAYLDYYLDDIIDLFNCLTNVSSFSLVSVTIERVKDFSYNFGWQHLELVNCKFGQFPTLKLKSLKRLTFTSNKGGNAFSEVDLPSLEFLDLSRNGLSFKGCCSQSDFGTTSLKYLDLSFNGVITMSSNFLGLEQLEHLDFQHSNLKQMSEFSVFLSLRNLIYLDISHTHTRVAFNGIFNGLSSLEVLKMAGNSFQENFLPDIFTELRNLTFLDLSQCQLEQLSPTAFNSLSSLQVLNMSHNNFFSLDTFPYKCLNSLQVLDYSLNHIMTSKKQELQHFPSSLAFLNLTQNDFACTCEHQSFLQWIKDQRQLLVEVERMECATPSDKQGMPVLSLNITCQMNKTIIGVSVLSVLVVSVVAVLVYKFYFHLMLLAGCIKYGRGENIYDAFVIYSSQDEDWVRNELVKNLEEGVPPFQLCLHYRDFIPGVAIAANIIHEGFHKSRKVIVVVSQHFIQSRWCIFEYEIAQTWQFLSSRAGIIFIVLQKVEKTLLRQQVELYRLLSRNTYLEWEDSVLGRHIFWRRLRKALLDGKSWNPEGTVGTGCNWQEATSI
Target sequence (Q99836 whole entry, looked up): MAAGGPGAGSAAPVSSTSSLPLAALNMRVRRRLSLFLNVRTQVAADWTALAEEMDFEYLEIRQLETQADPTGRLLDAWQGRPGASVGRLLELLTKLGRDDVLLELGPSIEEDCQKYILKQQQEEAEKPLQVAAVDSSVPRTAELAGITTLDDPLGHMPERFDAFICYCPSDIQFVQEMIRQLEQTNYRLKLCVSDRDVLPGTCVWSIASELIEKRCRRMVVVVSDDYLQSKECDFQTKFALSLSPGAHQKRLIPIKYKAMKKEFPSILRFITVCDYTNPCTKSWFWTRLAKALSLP
* = called active by the depositor; . = not tested or not shown. Random draw from the library; about 6.1% have a hit in one of these screens.

Molecule	Diaph act CS	APP transl inh	STAT1 act	STAT1 inh	Hsp70 activator	G6PDH CS	STAT3 activator	Diaphorase inh	STAT3 blocker	TLR4-MyD88 BLA
Nc1nnc(SCC(=O)N2CCN(c3cccc(Cl)c3)CC2)n1-c1ccccc1	.	28	95	6	0.1	.	98	.	5	14
Cc1ccc(C(=O)NC(=S)Nc2ccc(N3CCOCC3)cc2)c(C)c1	0.8	12	95	5	-0.3	8	104	17	-2	0
Cc1ccc(CNC(=O)CSc2nc3ccsc3c(=O)n2NC(=O)c2ccccc2)cc1	0.9	-28	107	-7	-0.4	-1	100	15	4	4
CCN(C(=O)c1cc2cc3ccc(C)cc3nc2o1)c1ccc(OC)cc1	0.4	-28	108	-9	0.7	-45	71	60*	37	4
COc1ccc(C2=NN(C(=O)CSc3ncccn3)C(c3ccc(C)cc3)C2)cc1 (centres undefined)	0.9	1	97	3	-0.3	3	90	8	12	9
O=S(=O)(c1ccc(Cl)cc1)N1CCN=C1SCc1cccnc1	0.8	9	83	17	-0.3	1	98	19	6	3
O=C(NCc1ccco1)C1CCC(N2C(=O)c3ccccc3C2=O)CC1 (centres undefined)	0.9	-6	98	2	0.0	3	104	8	-4	3
Cc1ccc(CSc2nnc(CC(=O)Nc3ccc(C)cc3)n2C)cc1	0.8	4	92	9	0.0	6	97	16	14	3
O=c1[nH]c2ccccc2c2ccccc12	0.9	-26	95	5	-0.3	5	88	13	18	4
Cc1cc(C)c2c(CN3CCN(Cc4ccc5c(c4)OCO5)CC3)cc(=O)oc2c1C	0.9	4	103	-3	-0.2	15	106	8	-3	-1
CCCCCC(=O)NC(CC(=O)OC)c1ccc2c(c1)OCO2 (centres undefined)	1	7	103	-5	-0.1	-2	108	3	-2	-10
Cc1nn(CC(=O)O)c(C)c1[N+](=O)[O-]	0.9	2	103	-5	-0.3	8	101	10	4	-12
Cc1nc2ccccn2c1/C(O)=C1\C(=O)C(=O)N(CCN2CCOCC2)C1c1cccnc1 (centres undefined)	0.9	4	95	5	-0.6	2	102	6	2	5
Cc1cc(C)nc(N2CCN(c3nnnn3-c3ccccc3)CC2)n1	0.8	-8	99	1	-0.2	1	100	15	3	-10
Cc1nn(-c2ccccc2)c(=S)n1-c1ccccc1	1	6	104	-4	0.4	0	93	4	12	0
Cc1ccc(/C=N/NC(=O)c2cccc([N+](=O)[O-])c2)o1	0.8	62*	96	4	-0.4	5	97	17	5	-1
O=c1cc(CO)oc(C(Nc2ccccn2)c2ccc(C(F)(F)F)cc2)c1O (centres undefined)	0.9	-3	95	5	-0.3	5	99	6	5	-4
COC(=O)Cc1ccc2sc(-c3ccccc3)nc2c1	0.8	-173	157*	-64	0.1	9	91	19	9	-6
O=C(O)c1cccc(CN2C(=O)SC(Nc3cccc4ccccc34)C2=O)c1 (centres undefined)	0.9	-38	104	-3	-0.2	21	101	15	1	-12
CS(=O)(=O)N(CC(=O)N1CCCC1)c1ccc(Cl)c(Cl)c1	0.9	9	105	-4	-0.4	4	99	11	2	4
Cc1ccc(/C=C/C(=O)NCCc2c[nH]c3ccccc23)o1	0.8	7	100	0	-0.1	4	98	17	10	6
CC1Cc2ccccc2N1C(=O)CSc1nc(N)cc(=O)[nH]1 (centres undefined)	0.9	.	99	1	-0.1	1	104	13	-7	-2
Cc1ccc(C)c(-n2c(SCC(N)=O)nnc2-c2ccccn2)c1	0.9	-1	96	5	-0.1	17	99	14	8	-5
CCCCc1cc(=O)oc2c(CN(C)C)c(O)ccc12	0.9	9	115	-16	-0.3	-12	106	6	-3	-8
C/C(=N\O)c1ccc2c(c1)OCCO2	0.9	-31	111	-13	-0.2	2	89	6	22	-7
CC(=O)N1CCN(CC(=O)Nc2ccc3c(c2)CCC3)CC1	0.8	9	93	8	-0.2	-5	90	17	11	0
CCC(=O)Nc1ccc(C(=O)N2CCN(C(=O)c3ccco3)CC2)cc1	0.9	-23	100	-2	-0.1	14	101	7	7	-5
COc1ccc(N2C(=O)CC(Sc3nnc(-c4ccccc4)o3)C2=O)cc1 (centres undefined)	0.8	46*	97	3	0.7	6	97	24	10	1
O=C(Cn1c(=O)[nH]c2ccccc2c1=O)N1CCN(c2cccc(Cl)c2)CC1	0.9	21	99	0	-0.2	4	100	14	6	4
CC1CN(S(=O)(=O)c2ccc(-c3nc4ccccc4s3)cc2)CC(C)O1 (centres undefined)	1	6	104	-3	-0.1	6	100	-4	4	2
O=C(c1cc([N+](=O)[O-])cc([N+](=O)[O-])c1)N1CCOCC1	0.9	6	100	0	-0.1	1	104	6	1	5
CCc1c(C)c(C#N)c2nc3ccccc3n2c1Nc1c(C)n(C)n(-c2ccccc2)c1=O	0.8	-18	95	5	-0.3	2	91	20	13	-3
Cc1ccc2cc(CN(CCN3CCCC3)C(=O)Nc3ccccc3)c(=O)[nH]c2c1C	0.9	3	98	2	-0.4	8	106	6	-5	0
Cc1cc(C(F)(F)F)nn1Cc1n[nH]c(=S)n1-c1ccc(Cl)cc1	0.8	3	109	-9	0.2	2	99	17	1	-21
CCOc1nc(NCCc2ccc(OC)c(OC)c2)nc(N2CCN(c3ccc(OC)cc3)CC2)n1	1	.	102	2	0.8	-3	101	1	-1	1
O=C(O)c1ccc2c(c1)C(c1ccccc1)OC2=O (centres undefined)	0.9	-6	107	-8	-0.1	3	104	13	1	-6
CCCc1nnc(NC(=O)CCC(=O)N2CCCCCC2)s1	1.1	-9	106	-6	0.0	6	101	-15	2	4
O=c1cc(Cc2ccccc2)[nH]c(=S)[nH]1	0.7	-17	95	5	-0.2	-6	101	34	-3	0
CCOC(=O)/C(C#N)=C\c1ccc(OC)c(OC)c1	1	-3	102	-2	-0.3	11	104	4	4	-8
COc1ccc(C)cc1NC(=O)CN1C(=O)c2cccc3cccc1c23	0.9	10	97	4	-0.2	2	94	15	10	5
Cc1ccc2c(c1)c(=O)c1c3n2CCN(C(=O)CCl)C3CC1 (centres undefined)	0.9	36	95	6	0.6	12	97	15	3	8
Cn1c(NC(=O)c2cccnc2)nc2ccccc21	1.1	-74	148*	-52	0.6	19	99	-6	6	8
CO/N=C/NC(=O)c1c(OC)ccnc1Oc1cccc(C(F)(F)F)c1	0.8	8	106	-7	-0.1	-12	112	24	-8	3
O=C1CC(N2CCN(c3nc4ccccc4s3)CC2)C(=O)N1c1ccc(F)cc1 (centres undefined)	0.9	-10	97	3	-0.1	9	90	14	18	2
COC(=O)c1ccc(NC(=O)c2ccc(CN3CCOCC3)cc2)cc1	0.9	4	100	1	-0.1	-20	58	7	54*	2
Cc1cccc(CC(=O)N2CCC(N3CCC(C(=O)N4CCOCC4)CC3)CC2)c1	0.4	-6	102	-3	0.5	14	97	55*	14	-9
O=C1C2C3C=CC(C3)C2C(=O)N1c1ccncc1 (centres undefined)	1	2	99	1	-0.4	10	102	-1	2	-6
O=C(CSCc1ccc(F)cc1)N1CCN(c2ccccc2)CC1	0.9	-13	104	-5	-0.3	2	100	12	3	-2
CCOC(=O)c1cn(CC(=O)Nc2ccc3c(c2)OCCO3)nn1	1	-4	91	10	-0.2	-20	102	4	3	-4
CCc1ccc(OCC(=O)NC(C)C)cc1	1.1	8	99	0	-0.2	-1	101	-9	5	12

Going on with the list.
Molecule	Diaph act CS	APP transl inh	STAT1 act	STAT1 inh	Hsp70 activator	G6PDH CS	STAT3 activator	Diaphorase inh	STAT3 blocker	TLR4-MyD88 BLA
CC1(C)Cc2noc(N)c2C(C)(C)N1OC(=O)c1scc2c1OCCO2	1	-8	98	2	0.4	2	99	3	5	-4
COc1ccc(CN2CC(=O)N(c3ccc(C)cc3)C2=S)cc1OC	0.9	2	101	-1	-0.2	-10	100	13	-2	10
Cc1cc(C)c(C)c(S(=O)(=O)NCc2ccc(C(=O)N3CCCC3)cc2)c1C	0.8	-3	82	19	-0.2	7	96	19	15	-2
CCN(C(=O)c1c(-c2ccccc2)noc1C)c1ccccc1	0.8	-12	100	1	-0.1	1	102	18	0	1
Cc1ccc(NC(NC(=O)c2cccs2)C(Cl)(Cl)Cl)cc1C (centres undefined)	0.7	2	99	1	-0.3	7	97	28	10	-9

Some of the entries so far, with two lines to a compound.
Under each structure: Diaph act CS, APP transl inh, STAT1 act, STAT1 inh, Hsp70 activator, G6PDH CS, STAT3 activator, Diaphorase inh, STAT3 blocker, TLR4-MyD88 BLA
- Cc1cc(C)c(C)c(S(=O)(=O)NCc2ccc(C(=O)N3CCCC3)cc2)c1C
    0.8, -3, 82, 19, -0.2, 7, 96, 19, 15, -2
- CCN(C(=O)c1c(-c2ccccc2)noc1C)c1ccccc1
    0.8, -12, 100, 1, -0.1, 1, 102, 18, 0, 1
